From PubChem
Diaph act CS = activates diaphorase or chemically reduces, flagging diaphorase assay artifacts. Diaphorase/resazurin coupled assay, resorufin fluorescence, 16 min; stronger effect = higher value; 1 = vehicle wells, 0 = NADH-free wells. activation factor at 20 µM. 0.005% of 190,000 active;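 active = diaphorase activity raised at least twofold by the compound at 20 µM; inactive = activation factor below 2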
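Material: purified diaphorase enzyme from Clostridium kluyveri / Medium: HEPES pH 7.4 buffer with MgCl2 and Tween 20 / Schedule: enzyme reaction of 16 min at room temperature / Measured by: resorufin fluorescence, excitation 544 nm, emission 590 nm / Evaluation: rise in resorufin formation, marking diaphorase activation or chemical reduction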
S1P3 antag = antagonists of human S1P3 receptor. Q99500. 0.27% of 170,000 active. inhibition, % at 4.98 µM. CHO S1P3 NFAT-BLA reporter, FRET fluorescence, antagonist mode. AID 485;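 active = inhibition above the plate cutoff, the mean inhibition of test wells on that plate plus 3 SD, cut at about 28% in these data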;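 also: cells challenged with S1P at its EC80 of 0.8 µM; blue over green emission ratio from cleaved BLA substrate after 4 h stimulation; 0% = S1P-stimulated wells and 100% = unstimulated DMSO-only wells; some compounds past the cut are filed as inactive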
TLR4 MyD88 comp = TLR4-MyD88 interaction inhibition in cells. O00206+Q99836. HeLa CL3-4 TLR4/MyD88 BLA complementation, FRET ratio. inhibition, % at 8.4 µM. 0.18% of 200,000 active. AID 861; in the data active = inhibition above about 25%;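 also: 0% = vehicle and 100% = reference inhibitor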
Target sequence (O00206 whole entry, looked up): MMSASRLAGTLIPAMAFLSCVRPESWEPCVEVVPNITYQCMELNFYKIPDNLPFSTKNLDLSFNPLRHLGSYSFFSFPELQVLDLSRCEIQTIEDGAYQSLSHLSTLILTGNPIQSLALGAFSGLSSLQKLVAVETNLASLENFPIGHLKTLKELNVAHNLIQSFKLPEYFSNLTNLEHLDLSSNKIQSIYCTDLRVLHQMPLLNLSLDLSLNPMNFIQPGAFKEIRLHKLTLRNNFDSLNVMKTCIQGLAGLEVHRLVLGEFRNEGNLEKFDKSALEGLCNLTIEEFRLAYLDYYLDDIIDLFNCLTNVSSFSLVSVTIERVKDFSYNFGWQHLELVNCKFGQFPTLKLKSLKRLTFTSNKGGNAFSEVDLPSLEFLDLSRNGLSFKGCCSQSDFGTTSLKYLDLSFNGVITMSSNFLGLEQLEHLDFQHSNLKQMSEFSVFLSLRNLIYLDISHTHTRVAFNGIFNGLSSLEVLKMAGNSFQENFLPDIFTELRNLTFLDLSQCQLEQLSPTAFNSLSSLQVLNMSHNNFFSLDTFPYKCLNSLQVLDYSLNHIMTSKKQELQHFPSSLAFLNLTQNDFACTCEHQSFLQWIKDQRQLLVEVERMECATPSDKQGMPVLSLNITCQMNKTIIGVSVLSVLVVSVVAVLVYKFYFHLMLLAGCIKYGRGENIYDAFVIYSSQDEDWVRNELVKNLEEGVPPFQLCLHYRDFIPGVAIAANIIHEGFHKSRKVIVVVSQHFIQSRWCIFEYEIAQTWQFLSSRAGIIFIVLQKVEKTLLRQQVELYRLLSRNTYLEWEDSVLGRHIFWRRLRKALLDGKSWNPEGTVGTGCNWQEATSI
Target sequence (Q99836 whole entry, looked up): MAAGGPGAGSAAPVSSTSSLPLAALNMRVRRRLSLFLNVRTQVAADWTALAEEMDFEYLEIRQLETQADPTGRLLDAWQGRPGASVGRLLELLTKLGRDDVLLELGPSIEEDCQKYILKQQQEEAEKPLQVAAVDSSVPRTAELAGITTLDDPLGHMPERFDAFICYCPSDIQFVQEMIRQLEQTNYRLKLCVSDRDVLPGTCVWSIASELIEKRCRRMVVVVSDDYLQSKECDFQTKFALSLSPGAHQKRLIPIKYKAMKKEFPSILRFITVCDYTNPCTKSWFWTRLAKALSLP
PMI activator = increases human mannose-6-phosphate isomerase activity; purified human PMI, coupled resazurin fluorescence, 20 min; stronger effect = higher value; 1 = vehicle control, 0 substrate-free wells; 0.005% of 190,000 active; AID 1214; activation factor at 20 µM;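 active = activation factor of 2 or more at 20 µM, relative to plate controls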
G6PDH CS = L. mesenteroides G6PDH inhibition counter-screen. Purified L. mesenteroides G6PDH, diaphorase/resazurin coupled fluorescence, 45 min. inhibition, % at 5 µM. 0.12% of 200,000 active
Hsp70 act = Hsp70 transcriptional activation, primary screen | HeLa Hsp70 promoter luciferase reporter, luminescence; scaled: vehicle 0, proteasome-inhibitor control 100% | activation, % at 10 µM | 0.04% of 200,000 active | AID 1203;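 active = activation above the mean across all tested compounds plus 3 SD, cutoff set per campaign, cut at about 5.5% in these data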;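 also: 100% = MG132 at 30 µM as the positive control and 0% = DMSO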
PMI act hi M6P = activators of human phosphomannose isomerase at near-saturating mannose 6-phosphate; coupled PMI enzyme assay, resazurin fluorescence, 20 min; stronger effect = higher value; 1 = untreated enzyme, 0 = substrate-free blank; activation factor at 20 µM; 0.34% of 190,000 active;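 active = activation factor of 2 or more at 20 µM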
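Material: human phosphomannose isomerase with PGI, G6PDH, diaphorase coupling enzymes; amount: PMI at 15 ng/mL final; also added: Mannose-6-phosphate 1.0 mM (near-saturating) plus 0.22 mM NADP+; incubation: enzyme reaction with compound 20 min at room temperature; signal: resorufin fluorescence (Ex 544/Em 590 nm) from resazurin via diaphorase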
Diaph inh CS = diaphorase inhibition or chemical oxidation counter-screen; diaphorase resazurin-to-resorufin fluorescence, NADH, 16 min; bacterial (C. kluyveri) enzyme, not human; inhibition, % at 20 µM; 0.69% of 190,000 active; AID 1217;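 active = primary screen inhibition at 20 µM above a set limit, cut at about 50% in these data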;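 also: plate controls were DMSO with full reaction for no effect and wells lacking NADH for full effect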
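Benchmarks: positive control wells lacking NADH, neutral wells with DMSO only. System: bacterial diaphorase enzyme (C. kluyveri). Input: 0.14 U/mL diaphorase, enzyme working solution. Detection: resorufin fluorescence, excitation 544 nm, emission 590 nm. Times: 16-min room-temperature incubation before reading.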
DTT redox prof = compounds producing H2O2 with reducing agent – biochemical, NIH compound library profiling, artefact control for MLSCN library redox annotation, primary screen; DTT-dependent redox cycling H2O2, phenol red/HRP absorbance; 100% = 100 µM peroxide control, 0% = buffer; activation, % at 10 µM; 0.03% of 200,000 active;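 active = activation of at least 50% relative to the plate's high and low controls in the primary single-dose screen; inactive = activation below 50%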;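 also: compound incubated with DTT at 0.8 mM final as the reducing agent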
RAM network inh = inhibitors of the yeast RAM network | 1.8% of 190,000 active | S. cerevisiae dse1pr::URA3 reporter, 5-FOA growth OD615, 2 d; analog-sensitive cbk1-as2 kinase mutant strain | inhibition, % at 50 µM;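 active = inhibition above a set limit, 3 SD over mean compound inhibition, cut at about 8.4% in these data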;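 also: 0% = DMSO-only wells with no growth and 100% = 10 µM 1-NA-PP1 full growth; inhibition rescues growth on 5-FOA so higher OD means more RAM inhibition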
Lmaj promast = Leishmania major promastigote growth inhibition; Leishmania major promastigotes, resazurin fluorescence viability; 9% of 200,000 active; inhibition, % at 10 µM; AID 1063;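 also: promastigotes grown with compound for 44 hours at 28 °C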
Numbers without * were called inactive; . = no result given. Rule as the data show it, unless noted: active = inhibition above about 50%; inactive = the rest.

Structure	Diaph act CS	S1P3 antag	TLR4 MyD88 comp	PMI activator	G6PDH CS	Hsp70 act	PMI act hi M6P	Diaph inh CS	DTT redox prof	RAM network inh	Lmaj promast
COc1cc2ccccc2cc1C(=O)OCC(=O)N1CCOCC1	1	-31	-9	1.1	-6	-0.4	1.1	-5	-0.5	0.8	-9
Cc1ccc(CNC(=S)Nc2ccc(C)c([N+](=O)[O-])c2)cc1	0.9	14	-6	0.8	-4	-0.3	0.9	13	-0.1	3.5	-3
CC(C)CCNC(=O)c1cc(-c2ccco2)nc2ccccc12	0.8	.	-3	0.8	8	-0.1	0.8	16	0.1	4.4	0
CC1(C)Cc2c(sc3nc(SCC(=O)NCc4ccco4)n(-c4ccccc4)c(=O)c23)CS1	0.9	.	-13	0.9	-35	-0.4	1	12	1.1	2.6	53*
O=C(Nc1ccc(OC(F)F)c(Cl)c1)c1cccc(OC(F)F)c1	0.9	.	-2	0.9	3	-0.1	0.9	10	0.0	3.6	47
CCCN1C(=O)SC(CC(=O)Nc2ccccc2C)C1=O (stereo unspecified)	0.9	.	-13	0.9	1	-0.1	0.8	12	0.6	0.4	24
O=C(CSCc1ccccc1Cl)N/N=C/c1ccco1	1	-13	9	1	2	-0.1	1	1	-0.1	-1.9	3
CCOC(=O)c1c(NC(=O)CSC2=NN3CCCC(=O)N=C3S2)sc2c1CCCCC2	0.8	-13	-5	0.9	7	-0.2	0.8	23	0.7	2.2	-1
Cc1ccc(NC(=O)CN(C)C(=O)Cn2ccsc2=N)cc1	1	-10	-5	1.1	7	-0.3	1	-1	-0.5	1.0	-4
O=C(O)Cc1ccc(Oc2ncc(C(F)(F)F)cc2Cl)cc1	0.9	-21	-5	0.9	6	0.0	0.9	8	-1.3	0.2	-16
O=C(CC1CCCCC1)NCc1ccco1	1	24	-2	1	8	-0.1	1.1	0	-0.5	0.8	0
COc1ccc(-n2cc(CNC(C)c3ccncn3)c(-c3cccc(F)c3)n2)cc1 (stereo unspecified)	.	7	1	.	3	-0.2	.	.	0.0	1.6	32
CC(c1n[nH]c(=S)n1-c1ccc(F)cc1)N1CCCCC1 (stereo unspecified)	1.1	1	2	1.1	9	-0.2	1	-7	-10	1.4	4
CCCC(=O)Nc1cccc(NC(=O)c2ccc3c(c2)OCCO3)c1	0.9	20	1	0.9	-8	-0.2	1	11	-7.4	0.6	-1
CCC(=O)Nc1cccc(NC(=S)NC(=O)c2cccs2)c1	0.7	-5	-8	1	-1	0.3	0.9	28	.	3.9	47
CCOC(=O)c1sc2ccccc2c1OC(=O)c1ccccc1	0.8	.	-3	0.9	0	0.0	0.9	17	0.6	6.3	-8
CCC(C)[C@H](NC(=O)NCCCN1CCOCC1)C(=O)OC (stereo partly specified)	0.9	-14	-4	0.9	9	-0.5	0.9	13	0.4	0.5	-1
Cc1cc(C(=O)CN2C(=O)c3ccccc3S2(=O)=O)c(C)n1CC1CCCO1 (stereo unspecified)	0.9	-11	-15	1.1	8	-0.6	1.1	7	-2.1	-0.9	-4
CCN(CC)c1ccc(C=NCCc2ccc(S(N)(=O)=O)cc2)cc1	1	0	-10	1	5	-0.3	1	-2	0.2	1.6	-4
CC(C)(C)c1nc2c(C#N)c(-c3ccc(Cl)cc3)ccn2n1	0.9	.	1	0.9	6	-0.2	0.9	10	0.5	3.0	14
OCCC1CN(Cc2cc3c(cc2Cl)OCO3)CCN1C1CCCC1 (stereo unspecified)	1	-6	-2	1	9	0.1	1	0	0.4	4.7	42
CN1/C(=C\C=C(/C#N)C(=O)Nc2ccccc2F)C(C)(C)c2ccccc21	0.8	-6	1	1	-10	-0.2	1	16	-0.5	2.4	34
CC(C)c1ccccc1NC(=S)N1CCN(Cc2ccc3c(c2)OCO3)CC1	0.9	9	-8	1	13	-0.5	1	12	-1.2	3.8	77*
COCCN(C(=O)CCC(=O)Nc1ccccn1)C(C(=O)NCCC(C)C)c1ccc(OC)cc1 (stereo unspecified)	0.9	-32	0	1	-6	-0.3	0.9	10	2.4	0.6	4
O=C1Cc2ccccc2C(=O)N1OCc1ccc(Cl)cc1Cl	0.9	5	1	1.1	4	0.0	0.7	8	-1.7	1.7	13
O=C(CSc1nc(-c2ccco2)cc(C(F)(F)F)n1)NCc1cccs1	0.9	-4	-4	0.9	-1	-0.4	1	11	4.6	5.1	-12
O=C(NCc1cccnc1)c1ccc(COc2ccc(Cl)cc2Cl)o1	0.7	-6	8	0.8	8	0.5	0.9	27	-0.7	0.6	12
COC(=O)C1C(c2ccc(OC)cc2)C(C(=O)OC)S(=O)(=O)C(CCN2CCCCC2)S1(=O)=O (stereo unspecified)	1	-11	5	1.1	0	0.1	1.1	3	-2.1	0.5	-3
CCC(C)(C)n1nnnc1CN1CCN(c2nc3cc(OC)ccc3cc2C#N)CC1	0.7	-27	6	1	11	-0.3	0.9	29	0.1	1.2	23
COc1ccc(Nc2c3c(nc4c(-c5ccccc5)c(C)nn24)CCC3)cc1	0.8	5	-9	0.9	3	-0.1	0.8	19	0.4	0.6	29
CC1CCCCN1C(=O)NC12CC3CC(CC(C3)C1)C2 (stereo unspecified)	0.9	.	-7	0.9	4	-0.3	0.9	10	0.2	1.6	3
Cc1ccccc1NC(=O)c1ccc(S(=O)(=O)C(F)F)cc1	0.9	12	-4	0.9	-16	-0.2	1	15	-0.1	0.5	-3
Cc1ccc(C(=O)NN2C(=O)/C(=C/c3cn(C)c4ccccc34)SC2=S)cc1	1.1	3	-3	1.1	7	0.1	1	-6	1.2	6.3	37
Cc1nn(C2CCS(=O)(=O)C2)c(C)c1C=O (stereo unspecified)	1.1	-16	-7	1.1	4	0.1	1.1	-7	-0.9	1.5	-12
Cc1cc(C)c2cc(CN(CCO)Cc3nnnn3Cc3ccccc3)c(=O)[nH]c2c1	0.8	8	-10	1	7	0.5	0.9	22	-1.5	2.2	-3
Cc1nn(CCOc2ccc(Br)cc2)c(C)c1[N+](=O)[O-]	0.9	0	8	1	2	1.3	1.1	9	0.4	3.9	0
CSc1nnc(C)c(=O)n1COC(=O)c1ccccc1	0.9	-14	-2	1	6	-0.1	1.1	7	0.2	1.5	1
C=CCn1c(=O)c2c(nc3n2CCS3)n(C)c1=O	1	-19	-2	1.1	1	-0.1	1.1	-5	0.6	0.8	1
CC1=Nn2c(nnc2-c2ccccn2)SC1	0.9	-8	9	0.8	9	-0.1	0.8	13	2.1	2.9	-7
Cc1ccc(OCCNC(=O)Cc2ccc(F)cc2)cc1	0.9	7	-12	0.9	-7	-0.1	0.9	12	-0.5	0.3	0
CCOc1ccccc1-c1nc(CN2CCCC2c2nccs2)c(C)o1 (stereo unspecified)	0.9	-6	-7	1	4	0.0	1	11	0.0	2.6	0
COc1ccc2c(c1)c1nc3n(c(=O)c1n2CC(=O)Nc1cc(C)[nH]n1)CCS3	0.8	-11	-4	0.9	3	-0.5	1	15	0.3	2.4	-6
Cc1cc(=O)n(C)c(=O)n1CCCCCCOc1ccc([N+](=O)[O-])cc1	1	-2	-4	1	-12	-0.2	1.1	0	0.3	1.0	1
CC(=O)Nc1ccc(S(=O)(=O)NCc2ccc3c(c2)cc(C)n3C)cc1	1	-10	-19	1.3	10	-0.1	1.3	3	-0.8	2.2	1
O=P(OC1CCCCC1)(OC1CCCCC1)C(O)c1c(Cl)cccc1Cl (stereo unspecified)	0.7	.	3	0.8	13	-0.2	0.9	29	-4.1	1.9	53*
ON=C1CCN(c2ncc(C(F)(F)F)cc2Cl)CC1	0.9	.	-6	0.9	6	-0.5	0.9	11	3.4	-0.8	-5
COc1ccc(C2C(=O)N(C3CCCCCC3)CC(=O)N2Cc2ccccc2)cc1OC (stereo unspecified)	0.9	.	2	1	1	1.1	1	6	2.1	-0.8	-3
COc1ccc2ccccc2c1C1CC(=O)N2CN(Cc3ccco3)CSC2=C1C#N (stereo unspecified)	0.5	-27	-4	0.5	16	-0.2	0.4	46	-0.9	2.3	21
Cn1cc(CNC(=O)C23CC4CC(CC(C4)C2)C3)cn1	1.1	.	12	1.1	19	0.0	1.1	-10	0.1	0.2	-3
Cc1ccc(-n2ncc(Br)c(Br)c2=O)cc1	0.9	1	27*	1	7	4.9	1	14	-0.9	-0.2	100*
CS(=O)(=O)N(CC(=O)NC1CCCC1)c1ccc2c(c1)OCCO2	0.9	-3	8	0.9	5	-0.1	0.9	9	1.8	-1.2	-5
CCCC(=O)Nc1cc(-c2nnc(OC)c3ccccc23)ccc1N1CCCCC1	0.8	.	-7	0.9	-26	0.3	0.9	19	-5.0	-0.2	40
CCOC(=O)N1CCC(NS(=O)(=O)c2cc(Br)cc3c2N(C(=O)CC)CC3)CC1	0.9	.	3	1	13	-0.2	1	6	-0.2	1.8	-4
CC1CCCN(Cc2nc3c(c(=O)n(C)c(=O)n3C)n2CC(=O)c2ccccc2)C1 (stereo unspecified)	0.8	-3	9	1	-10	-0.1	1	17	-0.2	0.6	22
CCC(C)c1ccc(OCC(=O)O)cc1 (stereo unspecified)	0.9	-23	-5	0.8	7	-0.3	0.9	10	0.9	-1.4	-2
COc1ccccc1C1CN(c2ccc(F)cc2F)N=C1c1cccs1 (stereo unspecified)	0.8	.	-20	0.9	0	-0.3	1	20	-12	3.5	4
Cc1ccc(OCC(=O)N/N=C\c2ccc(-c3cccc(C(=O)O)c3)o2)c(C)c1	0.8	7	10	1.1	-11	-0.1	1	16	0.1	2.3	-4

2 of the compounds above, with two lines to a compound:
Fields – Diaph act CS | S1P3 antag | TLR4 MyD88 comp | PMI activator | G6PDH CS | Hsp70 act | PMI act hi M6P | Diaph inh CS | DTT redox prof | RAM network inh | Lmaj promast
Cn1cc(CNC(=O)C23CC4CC(CC(C4)C2)C3)cn1
 : 1.1 | . | 12 | 1.1 | 19 | 0.0 | 1.1 | -10 | 0.1 | 0.2 | -3
ON=C1CCN(c2ncc(C(F)(F)F)cc2Cl)CC1
 : 0.9 | . | -6 | 0.9 | 6 | -0.5 | 0.9 | 11 | 3.4 | -0.8 | -5
